# Bioassay records: PubChem, Sanford-Burnham Center for Chemical Genomics
# human PMI inhibitors: human PMI inhibitors, high substrate, primary screen, biochemical, fluorescence intensity, high mannose 6-phosphate (AID 1220) | recombinant PMI enzyme, coupled fluorescence intensity; higher % means a stronger effect | inhibition, % at 20 µM; hits with a dose series show IC50 in µM | actives 0.66% (n = 190,000)
# XIAP displacement: small molecules displacing peptide from XIAP – biochemical, IAP family, fluorescence polarization (AID 1018). XIAP BIR domain, fluorescence polarization peptide displacement; higher % means a stronger effect. displacement, % at 20 µM, or IC50 in µM where a hit was titrated. actives 0.007% (n = 200,000); in the data active = displacement above about 50%; note: a part of the inactive calls stands beside numbers as strong as those of hits
# KOR beta-arrestin-1: KOR antagonists, beta-arrestin recruitment, cell-based, luminescence, uHTS (AID 1778) | KOR beta-arrestin recruitment, luminescence, antagonist mode; higher % means a stronger effect | one-dose inhibition, % at 10 µM; IC50 in µM for titrated hits | actives 0.091% (n = 290,000); note: strong numbers were not always called active
# human PMI inhibition: MPI enzyme activity inhibition – biochemical, fluorescence intensity, coupled assay, primary screen (AID 1209); purified PMI enzyme, coupled fluorescence intensity; higher % means a stronger effect; inhibition, % at 20 µM, or IC50 in µM where a hit was titrated; actives 0.42% (n = 190,000);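 note: plate controls were DMSO vehicle for no effect and wells lacking substrate for full effect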
# NOD2 inhibition: NOD2 signaling inhibitors, cell-based, luminescence, uHTS, HEK293 (AID 1566). HEK293 NOD2/NF-kB luciferase reporter, luminescence; higher % means a stronger effect. one-dose inhibition, % at 4 µM; EC50 in µM for titrated hits. actives 0.63% (n = 290,000); note: many of its hits are not listed in these tables
# KOR beta-arrestin-2: KOR agonists, beta-arrestin recruitment, primary screen, cell-based, luminescence, uHTS (AID 1777). actives 0.02% (n = 280,000). KOR beta-arrestin recruitment, luminescence; higher % means a stronger effect. activation, % at 10 µM; hits with a dose series show EC50 in µM; in the data active = activation above about 50%, passing the limit was not always enough; note: a part of the inactive calls stands beside numbers as strong as those of hits
# LYP inhibition: PTPN22 lymphoid phosphatase activity blockers – biochemical, fluorescence intensity, uHTS (AID 1779) | actives 0.054% (n = 290,000) | inhibition, % at 11.5 µM, or IC50 in µM where a hit was titrated | recombinant LYP phosphatase, fluorescence intensity; higher % means a stronger effect;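 note: plate controls were vehicle with enzyme for no effect and no enzyme for full effect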
# NOD1 NF-kB reporter: inhibition of NOD1-driven NF-kB reporter – cell-based, luminescence, uHTS, primary screen (AID 1578) | actives 1% (n = 290,000) | NOD1-driven NF-kB luciferase reporter cells, luminescence; higher % means a stronger effect | inhibition, % at 4 µM; hits with a dose series show EC50 in µM; in the data active = inhibition mostly above about 36%, no sharp cut-off; inactive = mostly below about 34%;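 note: HEK-293T reporter cells stimulated with the NOD1 agonist gamma-tri-DAP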
# TNAP activation fold: stimulation of alkaline phosphatase TNAP activity – biochemical, luminescent, no phosphate acceptor, uHTS, primary screen (AID 1001); purified TNAP, luminescent activation assay, no phosphate acceptor; higher activation fold means a stronger effect; activation fold at 20 µM, or EC50 in µM where a hit was titrated; actives 0.03% (n = 200,000); in the data active = activation fold from about 3, or a potency from the dose series; inactive = the rest, 99 in 100 with activation fold below about 1.6; note: many of its hits are not listed in these tables
# Active calls of the source: *; x = no result given; [ ] = dose if it differs, or a comment. Cut-off read from the data, not from the text of the source, unless noted: active = inhibition above about 50%; inactive = the rest.
SMILES,human PMI inhibitors,XIAP displacement,KOR beta-arrestin-1,human PMI inhibition,NOD2 inhibition,KOR beta-arrestin-2,LYP inhibition,NOD1 NF-kB reporter,TNAP activation fold
O=[N+]([O-])c1cc(/C=N/O)ccc1SCc1ccccc1Cl,-9%,-5.1%,-3%,-6%,12%,0.4%,-5%,10%,0.9
COc1cc(/C=N\NS(=O)(=O)c2ccccc2)cc(OC)c1OC,x,x,-29%[20 µM],x,-8%,-8.7%,-10%,13%,x
Cc1ccc(-c2nnn(CC(=O)N(c3ccccc3)C(C(=O)NC3CCCC3)c3ccncc3)n2)o1 (configuration not stated),x,x,6%,x,-10%,1.3%,-5%,-10%,x
Cc1ccc(C2c3c(oc4cc(C)c(C)cc4c3=O)C(=O)N2CCCN2CCOCC2)cc1 (configuration not stated),-5%,-1.8%,23%,0%,15%,-2.8%,4%,x,1.1
Cc1nn(CC(=O)Nc2ccccc2C(F)(F)F)c(=O)c2cccn12,x,x,-9%,x,4%,0.0%,-6%,9%,x
O=C(NCc1cccnc1)C1CCN(S(=O)(=O)c2cccnc2)CC1,-12%,-2.6%,-52%,-11%,-11%,8.9%,-11%,-14%,1.1
O=C(O)c1cccc(NS(=O)(=O)c2ccc3c(c2)C(=O)c2ccccc2C3=O)c1,x,x,-8%,x,13%,6.0%,-2%,-13%,x
CCOC(=O)C1(Cc2cccc(OC)c2)CCN(Cc2ccc(OC)c(OC)c2)CC1,6%,1.5%,-11%[20 µM],13%,10%,-7.8%,-4%,-8%,1.1
Cc1ccc(C(=O)Nc2ccc3nccnc3c2)cc1,-10%,0.1%,-6%,0%,-209%,3.0%,-2%,-23%,1
CCOC(=O)c1[nH]c2ccc(Br)cc2c1NC(=O)CCN1CCCCC1,-2%,-1.3%,10%,-7%,4%,-7.0%,1%,12%,1.1
Cc1ccc(N(Cc2ccccc2O)C(=O)c2ccccc2F)cc1,x,x,14%[20 µM],x,9%,-6.0%,-8%,-10%,x
Cc1ccc(-n2c3c(cc(C(=O)NC4CCSC4=O)c2=O)C(=O)CC(C)(C)C3)cc1 (configuration not stated),1%,-10%,-6%,9%,8%,4.6%,-3%,-8%,1
O=C(CSc1nnc(Cc2ccccc2)o1)N1CCCc2ccccc21,7%,-9.4%,9%,16%,4%,-1.6%,2%,-26%,1.1
C=CCNC(=O)C1CC(=O)N(c2ccc(OCC(=O)Nc3ccc(CC)cc3)cc2)C1 (configuration not stated),x,x,-20%,x,11%,2.1%,-12%,-22%,x
Cc1ccccc1C1CC(=O)NC2=C1C(=O)CCC2 (configuration not stated),-8%,-5.0%,-50%,-14%,-22%,5.1%,-1%,1%,0.9
Cc1csc(NC(=O)CSc2ncc(-c3ccccc3)[nH]2)n1,-8%,7.4%,21%,8%,-1%,1.2%,-6%,-29%,1.6
COc1ccccc1NCc1ccc([N+](=O)[O-])s1,5%,-4.9%,-10%,-19%,-5%,-1.1%,-2%,18%,1
CCOc1ccc(C(C)=O)cc1COc1cccnc1[N+](=O)[O-],x,x,-3%,x,-2%,-2.8%,-11%,-23%,x
COc1cc(OC)cc(C(=O)N[C@H](C(=O)OCC(=O)Nc2ccc(C)cc2C)C(C)C)c1,5%,-7.0%,7%,7%,16%,-0.5%,-6%,-10%,1.1
COC(=O)[C@H](Cc1ccccc1)NC(=O)NCc1cccs1,-3%,-8.8%,15%,2%,14%,2.1%,-9%,-3%,1.1
CCCCC(=O)Nc1cc([N+](=O)[O-])ccc1Cl,-6%,-1.2%,x,-6%,8%,-2.0%,-6%,-23%,1.1
CC(C)(C)C(=O)COC(=O)C1CC(=O)N(c2ccccc2)C1 (configuration not stated),-3%,-5.0%,-24%[20 µM],-1%,7%,x,-6%,-33%,1.1
CN(CCC#N)S(=O)(=O)c1ccc2[nH]cc(C(=O)NCCc3ccccc3)c(=O)c2c1,-5%,-7.2%,-42%,1%,-4%,5.9%,0%,-42%,1.1
COc1c(C)cccc1C(=O)NC(=S)Nc1ccccc1N1CCCC1,x,x,10%,x,3%,-4.4%,-3%,-15%,x
COc1cc(C(=O)Nc2ccc(C#N)cc2)c([N+](=O)[O-])cc1OC,26%,-4.9%,-12%,1%,10%,2.8%,-10%,-23%,1
O=C1C2C3CCCC3=C3CCCC3C2C(=O)N1c1cccc(Cl)c1 (configuration not stated),6%,-0.5%,2%,0%,0%,13%,0%,1%,1.1
COc1ccc(NC(=S)N(CCc2nc3cc(C)c(C)cc3[nH]2)Cc2cccnc2)cc1,3%,-4.9%,-28%,19%,18%,-0.7%,0%,0%,1.1
CC(=O)c1ccc(OCc2cc(C(=O)NCCc3ccc(Cl)cc3)no2)cc1,x,x,-12%,x,2%,2.6%,-9%,2%,x
CC(C)(C)c1ccc(C(=O)NC(Cc2ccccc2)C(=O)O)cc1 (configuration not stated),6%,-5.5%,17%,11%,10%,-1.1%,-4%,13%,1.1
C=CCn1c(CC(C)(C)C)nc2ccccc21,17%,-3.4%,4%,3%,10%,-3.3%,-8%,-14%,1
CCOC(=O)C1(C(=O)OCC)C(c2ccccc2)CC(O)N1C(C)=O (configuration not stated),2%,-5.0%,22%,-2%,8%,0.6%,-1%,-38%,1.1
COC(=O)c1cccc(NC(=O)C(C)(C)C)c1,x,x,-9%,x,4%,-0.5%,-2%,2%,x
COc1ccccc1N=Nc1c(C)n[nH]c1C,x,x,20%,x,6%,-5.7%,-4%,-8%,x
CS(=O)(=O)N(CC(=O)Nc1ccc(Br)cc1)C1CCCCC1,x,x,0%[20 µM],x,7%,3.4%,-10%,27%,x
N/C(Cc1nc(-c2ccc(Br)cc2)cs1)=N\O,7%,-5.4%,-4%,2%,-3%,-2.5%,-7%,-13%,1.2
CCN(Cc1nc(-c2ccc(Cl)cc2)no1)CC1CCCO1 (configuration not stated),7%,-2.8%,-36%,7%,-30%,2.5%,-5%,-41%,1.1
COc1ccc(-c2oc3c(OC)c(OC)c(OC)c(O)c3c(=O)c2OC)cc1OC,-8%,-4.9%,-10%,8%,10%,-5.7%,-2%,-2%,1.1
CC(NC(=O)/C(=C\c1cccc([N+](=O)[O-])c1)NC(=O)c1ccco1)C(=O)O (configuration not stated),-4%,-4.1%,32%,-6%,10%,-2.9%,-6%,-29%,1.1
COc1cccc(-c2nc(CS(=O)CC(=O)NCCc3ccc(C)cc3)c(C)o2)c1 (configuration not stated),x,x,7%,x,-5%,-4.4%,-12%,-34%,x
O=C(C(c1ccccc1)c1ccccc1)N1CCOCC1,10%,-4.8%,-6%,12%,8%,-12%,-8%,16%,1.1

# Some of these compounds in order of number of heavy atoms, descending:
SMILES,human PMI inhibitors,XIAP displacement,KOR beta-arrestin-1,human PMI inhibition,NOD2 inhibition,KOR beta-arrestin-2,LYP inhibition,NOD1 NF-kB reporter,TNAP activation fold
COc1ccc(NC(=S)N(CCc2nc3cc(C)c(C)cc3[nH]2)Cc2cccnc2)cc1,3%,-4.9%,-28%,19%,18%,-0.7%,0%,0%,1.1
CC(NC(=O)/C(=C\c1cccc([N+](=O)[O-])c1)NC(=O)c1ccco1)C(=O)O (configuration not stated),-4%,-4.1%,32%,-6%,10%,-2.9%,-6%,-29%,1.1
CCOC(=O)C1(C(=O)OCC)C(c2ccccc2)CC(O)N1C(C)=O (configuration not stated),2%,-5.0%,22%,-2%,8%,0.6%,-1%,-38%,1.1
CC(C)(C)c1ccc(C(=O)NC(Cc2ccccc2)C(=O)O)cc1 (configuration not stated),6%,-5.5%,17%,11%,10%,-1.1%,-4%,13%,1.1
CS(=O)(=O)N(CC(=O)Nc1ccc(Br)cc1)C1CCCCC1,x,x,0%[20 µM],x,7%,3.4%,-10%,27%,x
C=CCn1c(CC(C)(C)C)nc2ccccc21,17%,-3.4%,4%,3%,10%,-3.3%,-8%,-14%,1

# Next section
SMILES,human PMI inhibitors,XIAP displacement,KOR beta-arrestin-1,human PMI inhibition,NOD2 inhibition,KOR beta-arrestin-2,LYP inhibition,NOD1 NF-kB reporter,TNAP activation fold
CCOc1ccc(S(=O)(=O)Nc2ccc(S(=O)(=O)Nc3cc(OC)ccc3OC)cc2)cc1,8%,-0.7%,30%,9%,-21%,-7.8%,-2%,-10%,1.2
CCOC(=O)c1cc2c(=O)n3cccc(C)c3nc2n(Cc2ccccc2Cl)c1=N,9%,2.0%,-24%,7%,6%,-6.1%,-9%,-10%,1.1
Cc1ccc(OCC(=O)O/N=C(\N)Cc2ccc([N+](=O)[O-])cc2)cc1C,x,x,3%,x,7%,-1.1%,-2%,-1%,x
COC(=O)CCCN=C1SCCN1Cc1ccccc1,x,x,6%,x,13%,0.0%,-4%,-7%,x
CCOc1ccc(N2C(=O)CC(N3CCC(NC(=O)Nc4ccccc4)CC3)C2=O)cc1 (configuration not stated),0%,-4.7%,20%,6%,7%,0.4%,2%,-15%,1.1
CS(=O)(=O)c1ccc(C(=O)NCc2ccccc2F)cc1,-12%,-4.4%,3%,-10%,13%,0.3%,-2%,-7%,1.1
COc1ccc(/C(C)=N/Nc2nc3ccccc3n3cnnc23)cc1OC,x,x,3%,x,-12%,0.9%,0%,-13%,x
COc1cc(CNn2cn[nH]c2=S)cc(Br)c1OCc1ccccc1F,0%,-10%,-36%,6%,-5%,-2.4%,6%,23%,1.3
COC(=O)c1cc(C(=O)Nc2cccc(C)n2)cc([N+](=O)[O-])c1,4%,-2.8%,-29%,6%,9%,-3.0%,-3%,-14%,1.1
CC(/C=C/C=C/c1ccccc1)=N/NC(=O)CNc1ccccc1C,2%,-1.7%,18%,2%,30%,0.0%,-1%,-24%,1
Cc1ccc(-c2nnc(-c3ccccc3)o2)cc1,-3%,0.8%,14%,-1%,-98%,-5.7%,-6%,-35%,1.1
COc1ccc(CNc2nc(NCc3ccc(OC)c(OC)c3)n(C(=O)c3cccs3)n2)cc1OC,15%,-3.2%,6%,17%,21%,-1.2%,4%,-25%,1.1
CCOc1ccc(N2CC(C(=O)NCc3cccc(C)c3)CC2=O)cc1 (configuration not stated),2%,-3.2%,16%,3%,-134%,1.8%,-12%,-2%,1
O=S(=O)(c1ccc(Cl)cc1)N1CCCC(C(F)(F)F)C1 (configuration not stated),6%,-5.1%,-20%[20 µM],5%,10%,-2.1%,-2%,4%,1
O=C(CCCc1nc2ccccc2s1)Nc1ccc(N2CCOCC2)cc1,1%,-5.7%,-12%,4%,-67%,4.1%,3%,-23%,1.1
O=C(CS(=O)(=O)c1ccccc1)c1cc2ccccc2oc1=O,x,x,-20%,x,-1%,3.5%,-1%,-19%,x
CCCN1C(=O)c2cc(C(=O)NC3CCCC3)ccc2C1O (configuration not stated),5%,-2.8%,-17%,9%,1%,-2.2%,-8%,-14%,1.2
COc1ccc(Cn2c(=S)[nH]c3cc(C(=O)NCCCN4CCOCC4)ccc3c2=O)cc1,x,x,12%,x,1%,-2.5%,-6%,-29%,x
COCCn1c(=O)[nH]c2cc(C(=O)N3CCN(c4cccc(C)c4C)CC3)ccc2c1=O,x,x,-34%,x,11%,3.0%,-9%,5%,x
Cc1cc(C(=O)Nc2cccc([N+](=O)[O-])c2)c(C)o1,-8%,-0.8%,-15%,-11%,-2%,0.8%,2%,-51%,1.1
O=C1c2cccnc2C(O)N1Cc1ccccc1 (configuration not stated),6%,-0.5%,-24%,8%,18%,-2.5%,1%,-12%,1.1
N#Cc1nc(COc2ccccc2)oc1NCCCn1ccnc1,1%,-3.6%,12%,0%,-19%,1.6%,-7%,x,1
Cc1ccc(S(=O)(=O)N2CCCOC2CNC(=O)C(=O)NCc2cccs2)cc1 (configuration not stated),5%,0.1%,17%,6%,20%,-3.9%,-5%,9%,1

# An excerpt; the hit share may differ from the screen's.
